# TexasRed fluor = Texas Red fluorescence interference in TRb-SRC2 counter-screen; Potency, µM (doses to about 106 µM), inactives show top-dose fluorescence change, negative = quenching; TRb/SRC2 Texas Red total fluorescence interference; actives 0.29% (n = 280,000); AID 1479; active = well fitted curve in either direction with a large enough effect; inconclusive = small, poorly fitted or top-dose-only effect
#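 Human TRb ligand-binding domain at 0.6 uM with 20 nM Texas Red SRC2 peptide in Tris buffer containing 1 uM T3 and 5% DMSO, incubated with compound 5 h at ambient temperature. Total fluorescence (555/632 nm) calculated as parallel + 2 × perpendicular.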
# TRb-SRC2 inh = TRbeta-SRC2 interaction inhibition; P10828; TRbeta-SRC2 peptide binding, fluorescence polarization; receptor liganded with 1 µM T3; Potency, µM (titrated, usually from 106 µM), for the others: top-dose activity change, negative = inhibition, most hits filed as inhibitors; actives 0.065% (n = 280,000); AID 1469; active = well fitted inhibition curve with a large enough effect; inconclusive = small, poorly fitted or top-dose-only effect, or effect the other way;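 also: plate controls were bound peptide for no effect and peptide without receptor for full effect; nearly all actives have a fitted effect of over 50% in size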
# Target sequence (P10828 whole entry, looked up): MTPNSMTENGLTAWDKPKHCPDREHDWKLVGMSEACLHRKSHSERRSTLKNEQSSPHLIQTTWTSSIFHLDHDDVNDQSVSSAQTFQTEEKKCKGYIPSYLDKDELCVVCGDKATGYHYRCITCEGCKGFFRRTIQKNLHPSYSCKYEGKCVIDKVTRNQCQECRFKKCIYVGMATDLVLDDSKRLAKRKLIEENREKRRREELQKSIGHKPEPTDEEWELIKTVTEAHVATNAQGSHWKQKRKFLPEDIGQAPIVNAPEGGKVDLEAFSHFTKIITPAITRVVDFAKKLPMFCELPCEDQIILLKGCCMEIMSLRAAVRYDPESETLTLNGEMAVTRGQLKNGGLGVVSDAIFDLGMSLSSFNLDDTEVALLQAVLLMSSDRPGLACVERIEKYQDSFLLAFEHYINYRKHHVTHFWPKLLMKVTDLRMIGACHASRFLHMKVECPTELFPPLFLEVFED
#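 Fluorescence polarization of 20 nM Texas Red SRC2 peptide with 0.6 uM human TRb ligand-binding domain, in Tris buffer with 1uM T3 and 5% DMSO. Incubated 5 hr ambient; normalized to unbound and bound controls.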
# An asterisk follows results filed as active; ? = inconclusive. Unless noted, % is scaled to controls: 0 for no effect and ±100 for the full control effect; potency is read from the fitted curve at half-maximal effect. An excerpt, so the mix of outcomes need not match the whole.
SMILES,TexasRed fluor,TRb-SRC2 inh
Cn1cc(-c2cc3n(n2)CCC(=O)N3CCCC(=O)Nc2ccccc2Cl)c2ccccc21,-4%,-1%
Cc1ccccc1OCC(O)CNCCOc1ccc(C(N)=O)cc1 (centres undefined),0%,-2%
COc1ccc(N2CCN(C(CNS(=O)(=O)c3c(C)cc(C)cc3C)c3ccco3)CC2)cc1 (centres undefined),0%,6%
O=C1C(=O)N(C2CCN(C(=O)c3cccc(Cl)c3)CC2)CCN1Cc1ccc(F)cc1,-1%,2%
CCc1ccccc1Nc1nn2c(=O)c3ccc(C(=O)NCCC4=CCCCC4)cc3nc2s1,0%,3%
CCOC(=O)c1[nH]c(C)c(CCC(=O)NCc2ccccc2C)c1C,-3%,-8%
Cc1nc(C)c(-c2ccc(SCC(=O)Nc3ccc(C)c(F)c3)nn2)s1,1%,0%
Cc1nn(C(=O)c2c(F)cccc2F)c(C)c1S(=O)(=O)N1CCOCC1,-1%,-1%
CCc1ccc(CNC(=O)c2cccc(-n3c(C)nc4cccnc43)c2)cc1,1%,-1%
Nc1c(C(=O)NCCc2ccccc2)nnn1CC(=O)Nc1ccc(Cl)cc1,-2%,-5%
COc1ccc(S(=O)(=O)N(CC(=O)NCc2ccccc2OC)c2ccc(C)cc2)cc1,-1%,3%
Cc1c(C(=O)N2CCCCCC2)c(S(=O)(=O)NCc2ccccc2)c(C)n1C,2%,-5%
O=C(COc1ccccc1)Nc1ccccc1OCc1cc(=O)n2ccccc2n1,0%,3%
O=c1oc2c(CN3CCOCC3)c(O)ccc2cc1-c1ccccc1,-3%,0%
Cc1ccc(CCNC(=O)CN2N=C(c3ccc(C)cc3)CCC2=O)cc1,0%,-1%
Fc1cccc(-c2nc(-c3ccncc3)no2)c1,-3%,2%
CCOc1ccccc1CNC(=O)c1ccc2nc(CCc3ccccc3)oc2c1,0%,8%
O=C(Nc1ccc(N2CCN(c3ccc(F)cc3)CC2)c(C(=O)O)c1)c1cccs1,2%,0%
CCOC(=O)c1ccc(NC(=O)CSc2ccc(-c3sc(C)nc3C)nn2)cc1,2%,5%
Cc1ccc(CSC2=Nc3ccccc3C3=NC(CC(=O)NCc4ccc5c(c4)OCO5)C(=O)N23)cc1 (centres undefined),0%,0%
Cc1nc2c(C(=O)NCc3ccccc3Cl)cnn2c(C)c1Cc1c(F)cccc1Cl,-1%,9%
Cc1csc2nc(COC(=O)COc3ccccc3F)cc(=O)n12,-2%,-4%
O=C(CSc1nc2ccccc2nc1Cc1ccccc1)N1CCCCC1,-1%,3%
COc1cccc(CN2CCCN(CC(=O)Nc3ccc4c(c3)OCCO4)S2(=O)=O)c1,-1%,9%
CCOC(=O)c1ccc(OC(=O)c2cn(-c3cccc(OC)c3)c(=O)c3ccccc23)cc1,5%,-1%
Cc1ccc2c(=O)c(C(=O)c3cccc(Cl)c3)cn(CC(=O)Nc3ccc4c(c3)OCCO4)c2n1,1%,-2%
NS(=O)(=O)c1ccc(NC(=O)CN2CCN(c3ccc(F)cc3)CC2)cc1,-2%,0%
CC(C)(C)NC(=O)c1cnn(-c2ccccc2)c1C1CCN(C(=O)OC(C)(C)C)CC1,-2%,-1%
Cc1oc2ncn(CC(C)C)c(=O)c2c1C(=O)NCc1cccc(Cl)c1,-1%,4%
CCSc1nn(CC(=O)Nc2cccc(CC)c2)c(N)c1S(=O)(=O)c1ccccc1,-1%,11%
COc1cccc(CNC(=O)CN2C(=O)CSc3c2c(C)nn3-c2ccccc2)c1,-6%,-2%
CCCCNC(=O)c1cnc2sc(N3CCCCCC3)nn2c1=O,0%,2%
CCOC(=O)c1cc(C)n(CC2CCC(C(=O)Nc3ccc(OCC)cc3)CC2)c1C (centres undefined),-2%,9%
Cc1nn2c(=O)cc(COC(=O)Cc3ccccc3)nc2s1,-3%,-2%
CCCCNC(=O)c1cnc2sc(N3CCCCC3)nn2c1=O,-1%,3%
COc1ccc(Cn2ccc3nc(C)c(C(=O)N4CCN(c5cccc(OC)c5)CC4)cc3c2=O)cc1,2%,4%
CCOC(=O)c1ccc(Nc2c(-c3ccc(N(C)C)cc3)nc3nc[nH]n23)cc1,-1%,0%
Cc1cccc(-n2ncc3c(NCCOCCO)ncnc32)c1,-1%,4%
Cc1cccc(OCC(=O)Nc2ccccc2C(=O)OCc2cc(=O)n3ccsc3n2)c1,1%,2%
COc1cccc(C(=O)Nc2nc(-c3nnn(-c4ccccc4C(F)(F)F)c3C)ns2)c1,-2%,-1%
CCN(CC)C(=O)CSc1nc2ccccc2c(=O)n1Cc1ccco1,-6%,0%
COc1ccccc1NC(=O)c1c(NCc2ccc(C)o2)sc2c1CCCCC2,0%,1%
CCC1CCCCN1C(=O)Cn1c(=O)n(-c2ccccc2C(F)(F)F)c(=O)c2c(C)c(C(=O)N(C)C)sc21 (centres undefined),-4%,6%
O=S(=O)(Nc1ccc(-c2ccc(N3CCCC3)nn2)cc1)c1ccc(C(F)(F)F)cc1,-17%,0%
Cc1cc(C)cc(N2C(=O)CCSC23C(=O)N(Cc2ccccc2)c2ccccc23)c1 (centres undefined),-14%,-2%
CCCCOC(=O)c1ccc(OC(=O)c2sc3ncn(Cc4ccccc4Cl)c(=O)c3c2C)cc1,-2%,-4%
CNS(=O)(=O)c1cn(CC(=O)Nc2cccc(C(F)(F)F)c2)cc1S(=O)(=O)NC,-1%,-4%
COc1ccc(S(=O)(=O)NCCc2sc(C)nc2C)cc1,-6%,7%
CCc1cnc2c(c1SCC(=O)Nc1ccc(Cl)cc1)c(=O)n(C)c(=O)n2C,-2%,3%
CCOC(=O)c1cccc(NC(=O)c2cc(S(=O)(=O)N3CCCC(C)C3)cn2C)c1 (centres undefined),1%,-4%
# (further entries)
SMILES,TexasRed fluor,TRb-SRC2 inh
CCOC(=O)c1cccc(NC(=O)C2CCN(c3nnc(C)c4c(C)n(-c5ccccc5)nc34)CC2)c1,-1%,1%
COc1cc(C)c(C)cc1S(=O)(=O)Nc1cccc(-c2ccc(N3CCOCC3)nn2)c1,-1%,3%
O=C(CSc1nccn1Cc1ccc(F)cc1)Nc1ccc2c(c1)OCO2,?,3%
COc1ccc(NS(=O)(=O)c2ccc(-c3cnc(C4CC4)o3)cc2)cc1Cl,-2%,12%
COc1ccc(Cl)cc1NC(=O)Cn1cc(C(=O)c2ccc(C)cc2)c(=O)c2ccc(C)nc21,-11%,3%
CSc1ccc(CNC(=O)Cn2ccc3cc(S(=O)(=O)N4CCCC4)ccc32)cc1,1%,-9%
Cc1ccc(Cl)cc1N1CCN(C(=O)Cn2cnc3nc4c(cc3c2=O)CCCC4)CC1,-2%,7%
Cc1ccc(CNC(=O)CSc2nc3n[nH]c(C)c3c(=N)n2-c2ccccc2Cl)cc1,1%,0%
COc1ccc(-c2cnnn2-c2ccc(NC(=O)c3c(F)cccc3F)cc2)cc1,0%,-5%
COc1ccccc1NC(=O)c1sc2nc3n(c(=O)c2c1C)N=C(c1cccc(Br)c1)CS3,-6%,0%
O=S(=O)(Nc1ccc(-c2ccc(N3CCCC3)nn2)cc1)c1ccc(Cl)cc1,-3%,-8%
O=C1CSC2(C(=O)N(Cc3ccccc3F)c3ccccc32)N1c1ccc(F)cc1 (centres undefined),-1%,-4%
CCOC(=O)c1c(S(=O)(=O)N2CCC(C(=O)Nc3ccc(F)cc3F)CC2)c(C)n(C)c1C,-3%,0%
CCOC(=O)c1c(C)[nH]c(CCC(=O)NCc2ccc(OC)c(OC)c2)c1C,0%,7%
O=C(NC1CCCCC1)c1cc(Nc2cccc(C(F)(F)F)c2)nc2ccccc12,-2%,-1%
CCCCC(=O)OCc1cc(=O)n2nc(C3CC3)sc2n1,-46%,-6%
CCc1ccccc1NC(=O)C1CCN(S(=O)(=O)c2cn(C)cn2)CC1,0%,9%
Cc1c(C(=O)N(C)Cc2ccccc2)sc2nc(-c3ccc(F)cc3)cn12,0%,3%
CCc1ccc(C2=C(C)C(N3CCC(C(=O)NCCc4ccco4)CC3)=NS2(=O)=O)cc1,-2%,2%
CCOC(=O)c1ccc2c(c1)N(Cc1cccc(C(F)(F)F)c1)C(=O)c1ccccc1S2(=O)=O,-2%,-5%

# A different layout for some results above:
# Results follow in this order: TexasRed fluor, TRb-SRC2 inh
- CCc1ccc(C2=C(C)C(N3CCC(C(=O)NCCc4ccco4)CC3)=NS2(=O)=O)cc1
    -2%, 2%
- CCOC(=O)c1ccc2c(c1)N(Cc1cccc(C(F)(F)F)c1)C(=O)c1ccccc1S2(=O)=O
    -2%, -5%

# Following part
SMILES,TexasRed fluor,TRb-SRC2 inh
Cc1ccc(-n2nc(C)c(C(=O)NCCCN3CCN(c4cccc(Cl)c4)CC3)c2-n2cccc2)cc1,-1%,1%
Cc1nc2ccccn2c(=O)c1NC(=O)c1ccc(F)c(F)c1,-1%,-4%
COC(=O)c1scc(-c2ccc(C)cc2)c1S(=O)(=O)Nc1ccc(OC(F)(F)F)cc1,-2%,-3%
Cc1cccc(CS(=O)(=O)Cc2ccc(C(=O)NCc3ccccc3)o2)c1,2%,-4%
COc1cccc(CNC(=O)Cn2c(=O)cc(C)c3c(C)nn(C)c32)c1OC,-3%,-5%
Cc1ccc2[nH]c3c(=O)n(CC(=O)N(C)c4cc(Cl)ccc4C)ncc3c2c1,-22%,-1%
Cc1ccc(-c2noc(-c3cc(-c4ccc(F)cc4)n[nH]3)n2)cc1,-2%,2%
CCOc1ccccc1CNC(=O)Cn1nc(C)c2nn(-c3ccc(Cl)cc3)c(C)c2c1=O,0%,5%
CCOc1ccccc1NC(=O)CN1c2ccccc2S(=O)(=O)c2ccccc21,-30%,-4%
CCc1ccc(Nc2ncnc3sc4c(c23)CCCC4)cc1,-1%,-4%

# Arranged by count of non-hydrogen atoms (ascending): some entries from above.
SMILES,TexasRed fluor,TRb-SRC2 inh
CCCCC(=O)OCc1cc(=O)n2nc(C3CC3)sc2n1,-46%,-6%
CCc1ccc(Nc2ncnc3sc4c(c23)CCCC4)cc1,-1%,-4%
Cc1nc2ccccn2c(=O)c1NC(=O)c1ccc(F)c(F)c1,-1%,-4%
Cc1ccc(-c2noc(-c3cc(-c4ccc(F)cc4)n[nH]3)n2)cc1,-2%,2%
CCc1ccccc1NC(=O)C1CCN(S(=O)(=O)c2cn(C)cn2)CC1,0%,9%
Cc1c(C(=O)N(C)Cc2ccccc2)sc2nc(-c3ccc(F)cc3)cn12,0%,3%
COc1cccc(CNC(=O)Cn2c(=O)cc(C)c3c(C)nn(C)c32)c1OC,-3%,-5%
CCOc1ccccc1NC(=O)CN1c2ccccc2S(=O)(=O)c2ccccc21,-30%,-4%
O=C1CSC2(C(=O)N(Cc3ccccc3F)c3ccccc32)N1c1ccc(F)cc1 (centres undefined),-1%,-4%
COC(=O)c1scc(-c2ccc(C)cc2)c1S(=O)(=O)Nc1ccc(OC(F)(F)F)cc1,-2%,-3%
CCc1ccc(C2=C(C)C(N3CCC(C(=O)NCCc4ccco4)CC3)=NS2(=O)=O)cc1,-2%,2%
CCOC(=O)c1c(S(=O)(=O)N2CCC(C(=O)Nc3ccc(F)cc3F)CC2)c(C)n(C)c1C,-3%,0%
CCOC(=O)c1ccc2c(c1)N(Cc1cccc(C(F)(F)F)c1)C(=O)c1ccccc1S2(=O)=O,-2%,-5%
Cc1ccc(-n2nc(C)c(C(=O)NCCCN3CCN(c4cccc(Cl)c4)CC3)c2-n2cccc2)cc1,-1%,1%

# Other structures
SMILES,TexasRed fluor,TRb-SRC2 inh
Cc1ccccc1-c1nc(CNC(=O)Nc2ccccc2)c(C)o1,-2%,-2%
CCOC(=O)c1c(C)[nH]c(C)c1S(=O)(=O)N(C)CC(=O)N1CCN(c2ccc(Cl)cc2)CC1,0%,-9%
CN1CCN(C(CNC(=O)c2cccc(F)c2)c2ccc3c(c2)OCO3)CC1 (centres undefined),-4%,5%
Cc1ccccc1CCNC(=O)c1ccc2c(c1)nc1n2CCCCC1,-1%,4%
CN1CCN(CCCNC(=O)c2ccc3nc(Cc4ccccc4)oc3c2)CC1,0%,6%
COc1cc(NC(=O)CC2C(=O)N(c3cccc(C)c3)C(=O)N2Cc2ccc(F)cc2)cc(OC)c1 (centres undefined),0%,2%
COc1ccc(CNC(=O)c2ccc3nc(-c4ccc(F)cc4)c(-c4ccc(F)cc4)nc3c2)cc1,-2%,-3%

# High-throughput results (PubChem)
